GLA spleen mod: inhibitors or activators of human alpha-galactosidase in spleen homogenate; human spleen homogenate, 4MU-alpha-Gal fluorescence, 40 min; Potency, µM (series often up to 80 µM), without a hit: at the highest dose activity change, negative = inhibition, actives largely listed as inhibitors; hit rate 0.008% among 240,000;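 note: potency is the fitted concentration of half-maximal effect; 0% = enzyme with vehicle and -100% = no enzyme basal signal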
Target sequence (P06280 32-429 limits assumed): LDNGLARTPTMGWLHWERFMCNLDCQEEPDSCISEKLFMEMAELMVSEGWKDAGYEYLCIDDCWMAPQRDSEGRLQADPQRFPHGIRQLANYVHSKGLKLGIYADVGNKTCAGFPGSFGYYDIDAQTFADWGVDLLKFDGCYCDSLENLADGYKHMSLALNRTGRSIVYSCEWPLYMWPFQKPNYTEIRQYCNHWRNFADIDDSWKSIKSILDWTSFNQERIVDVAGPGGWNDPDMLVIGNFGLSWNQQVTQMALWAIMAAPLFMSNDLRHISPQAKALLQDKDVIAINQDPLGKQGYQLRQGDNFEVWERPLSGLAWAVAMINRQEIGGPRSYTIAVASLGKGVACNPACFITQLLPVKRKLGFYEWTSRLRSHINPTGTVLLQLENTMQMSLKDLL
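Human spleen homogenate (1 ug) as enzyme source, 4-methylumbelliferyl-alpha-D-galactopyranoside 1 mM final, citrate/phosphate pH 5.0 with 0.01% Tween-20. Compounds 40 min at 37C, NaOH/glycine stop; fluorescence Ex 365/Em 440, Hill-fit AC50.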
Epigenetic reg: regulators of epigenetic silencing causing reporter derepression in mouse cells; Potency, µM (doses to about 53.9 µM), inactives show at the top dose GFP activation, usual class: activators; hit rate 0.2% among 280,000; murine LDR cells, GFP reporter derepression, 30 h; note: potency is the fitted concentration of half-maximal effect; % of control where 0% means no effect; nearly all actives have a fitted effect of over 60% in size
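GFP-positive cell count by laser-scanning cytometry (objects 20–120 um) after 30 h, 37 C compound exposure of murine LDR cells; reporter is CMV-GFP integrated at a silenced locus, inducible by HDAC or DNMT inhibitors.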
Tau fluor counter: counter-screen for tau fibril formation inhibitors; tau K18 P301L Alexa594 fluorescence, heparin fibrillization; Potency, µM (titrated, usually from 57.7 µM), for the others: top-dose activity change, negative = decrease; hit rate 0.93% among 280,000; note: potency is the fitted concentration of half-maximal effect; % is set by controls: 0 for no effect and ±100 for the full control effect; nearly all actives have a fitted effect of over 55% in size
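Human tau K18 P301L (15 uM unlabeled, 0.24 uM Alexa 594-labeled) in 100 mM sodium acetate pH 7 with 20 uM heparin, 6 hr at 37 C. ThT 30 uM added, 1 hr ambient; Alexa 594 FP and total fluorescence read at 555/632 nm.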
TRb SRC2 PPI: inhibitors of human thyroid hormone receptor beta-SRC2 interaction; AID 1469; TRbeta-SRC2 peptide binding, fluorescence polarization; receptor liganded with 1 µM T3; P10828; Potency, µM (titrated, usually from 106 µM), for the others: top-dose activity change, negative = inhibition, most hits filed as inhibitors; hit rate 0.065% among 280,000;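 note: potency is the fitted concentration of half-maximal effect; plate controls were bound peptide for no effect and peptide without receptor for full effect; nearly all actives have a fitted effect of over 50% in size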
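Binding of a 20-amino-acid Texas Red SRC2 peptide (20 nM) to TRb ligand-binding domain (0.6 uM) with agonist T3 at 1 uM was followed by fluorescence polarization after a 5 hr room-temperature incubation.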
CBFb RUNX1 block: blocks binding between human CBF-beta and RUNX1. AID 1477. Potency, µM (highest dose often 59.8 µM), for the others: top-dose activity, negative = inhibition, actives largely listed as inhibitors. 230,000 tested, under 10 active. AlphaScreen CBFb-His/RUNX1-biotin binding, biochemical; note: % of control where 0% means no effect
Target sequence (Q01196 whole entry, looked up): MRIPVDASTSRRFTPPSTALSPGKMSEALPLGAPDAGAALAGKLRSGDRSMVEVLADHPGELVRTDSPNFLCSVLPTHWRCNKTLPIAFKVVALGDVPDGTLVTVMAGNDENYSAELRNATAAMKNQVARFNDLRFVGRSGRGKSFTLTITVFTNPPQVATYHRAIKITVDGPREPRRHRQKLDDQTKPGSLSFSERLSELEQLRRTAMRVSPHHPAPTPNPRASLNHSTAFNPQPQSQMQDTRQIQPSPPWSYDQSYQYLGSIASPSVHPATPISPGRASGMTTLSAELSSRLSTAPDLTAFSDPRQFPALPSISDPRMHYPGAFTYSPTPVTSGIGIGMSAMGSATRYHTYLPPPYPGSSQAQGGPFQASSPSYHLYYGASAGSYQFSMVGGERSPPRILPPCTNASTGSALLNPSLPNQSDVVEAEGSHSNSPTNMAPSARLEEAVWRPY
Target sequence (Q13951 whole entry, looked up): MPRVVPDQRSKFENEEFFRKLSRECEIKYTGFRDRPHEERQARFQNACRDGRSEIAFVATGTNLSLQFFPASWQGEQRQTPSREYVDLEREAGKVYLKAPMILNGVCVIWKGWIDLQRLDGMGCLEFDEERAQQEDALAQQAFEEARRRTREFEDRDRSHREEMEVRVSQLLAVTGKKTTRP
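Read-out: AlphaScreen. Format: His-CBF-beta with biotinylated RUNX1 (30 nM each) preincubated 20 min, compound 15 min, Ni-chelate plus streptavidin beads 90 min; room temperature throughout.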
TR SRC2 fluor cs: Texas Red fluorescence interference in TRb-SRC2 counter-screen. hit rate 0.29% among 280,000. Potency, µM (titrated, usually from 106 µM), for the others: top-dose fluorescence change, negative = quenching. TRb/SRC2 Texas Red total fluorescence interference. AID 1479; active = well fitted curve in either direction with a large enough effect; inconclusive = small, poorly fitted or top-dose-only effect; note: potency is the fitted concentration of half-maximal effect; % is set by controls: 0 for no effect and ±100 for the full control effect
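Human TRβ ligand-binding domain (0.6 uM) and Texas Red SRC2 peptide (20 nM) in Tris buffer with 1 uM T3 and 5% DMSO were incubated with pinned compound for 5 hr at ambient temperature. Total fluorescence was computed as S + 2P (555/632 nm).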
NPSR antagonist: blocks cAMP signaling of the human neuropeptide S receptor; Q6W5P4; CHO-NPSR cells, cAMP TR-FRET, antagonist mode; Potency, µM (titrated, usually from 38.3 µM), without a hit: top-dose activity change, negative = inhibition, actives largely listed as inhibitors; hit rate 1% among 220,000; note: potency is the fitted concentration of half-maximal effect; % is set by controls: 0 for no effect and ±100 for the full control effect; nearly all actives have a fitted effect of over 50% in size; many of its hits are not listed in these tables
Tau FP inhib: inhibitors of human tau fibril formation; K18 P301L tau heparin fibrillization, Alexa594 FP, 6 h; P10636; hit rate 0.39% among 280,000; AID 1468; Potency, µM (series often up to 57.7 µM), inactives show at the highest dose activity, negative = inhibition, actives largely listed as inhibitors; note: potency is the fitted concentration of half-maximal effect; % is set by controls: 0 for no effect and ±100 for the full control effect; nearly all actives have a fitted effect of over 55% in size
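Recombinant K18 P301L […], labeled with Alexa 594 at 0.24 uM over 15 uM unlabeled; heparin inducer 20 uM final; 37 C, 6 hr; FP endpoint.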
* = called active by the depositor; ? = inconclusive; nt = not tested or not shown; & = joins results of further samples; [ ] = remark or other dose. Unless noted, calls come from the whole dose curve; as a rule, active = well fitted curve in the direction sought with a large enough effect; inconclusive = small, poorly fitted or top-dose-only effect, or another doubt; inactive = no such curve, though single readings can be large; an effect the other way counts as inactive or inconclusive. Some of the compounds tested, so the mix of outcomes need not match the whole.

mol | Tau FP inhib | Epigenetic reg | NPSR antagonist | TR SRC2 fluor cs | CBFb RUNX1 block | Tau fluor counter | TRb SRC2 PPI | GLA spleen mod
O=C(Cn1c(=O)n2nc(-c3cccc(F)c3)nc2c2ccccc21)N1CCN(c2ccc(F)cc2)CC1 | ? | -0.9% | nt | -1% | nt | -9% | -8% | nt
COc1c(Cl)cc(C(=O)Nc2ccc(Cl)cn2)cc1Cl | -12% | 1.8% | 13%[46.1 µM] | 5% | 5% | -7% | -2% | 4%
Cc1ccc(-c2nc3ncccc3o2)cc1NC(=O)c1cccs1 | -3% | 1.1% | 12% | -3% | 2% | -4% | -6% | 3%
COCc1cc(C)nc(NCCc2ccccc2)c1C#N | 0% | -2.4% | -24%[46.1 µM] | 2% | 1% | -5% | 10% | -4%
Cc1onc(-c2ccccc2Cl)c1C(=O)NCC(=O)O | 4% | 0.0% | -5%[46.1 µM] | 1% | -3% | 7% | -17% | 9%
Cc1nc(N2CCOCC2)c2c(C(=O)N3CCN(c4cc(Cl)ccc4C)CC3)c(C)oc2n1 | 5% | -1.3% | nt | -1% | nt | 0% | -4% | nt
Cc1ccccc1OCc1nnc(SCc2nc3ccccc3c(=O)[nH]2)n1C | 3% | -2.1% | 4% | -2% | 5% | -1% | 1% | -4%
Cn1c(SCC(=O)N2c3ccccc3Sc3ccc(Cl)cc32)nnc1-c1ccco1 | 9% | 4.9% | -26%[46.1 µM] | 1% | -6% | 4% | -10% | 1%
COc1ccccc1CNC(=O)c1cccc(N2CCCS2(=O)=O)c1 | -2% | -2.3% | nt | 1% | nt | -2% | -8% | nt
COc1ccc(-n2ncc(C(=O)N3CCN(c4ccc(F)cc4)CC3)c2C)cc1 | 4% | 2.2% | -13% | -4% | 4% | 0% | 0% | 5%
Cc1cc(C)c(OCCOCCN2CCNCC2)c(C)c1 | 5% | -3.8% | 6%[46.1 µM] | -1% | 3% | -4% | -1% | -2%
CCc1ccc(NC(=O)c2ccc3c(c2)C(=O)N(Cc2ccco2)C3=O)cc1 | 10% | 1.0% | -9% | -2% | -13% | -17% | -1% | 0%
CCCOc1ccccc1NC(=O)c1ccc(N)cc1 | 3% | 0.0% | -8%[46.1 µM] | -2% | 5% | -21% | 9% | 0%
Cc1nc(N2CCN(c3ccccc3)CC2)[nH]c(=O)c1Cc1cccc2ccccc12 | 4% | -1.2% | -2%[46.1 µM] | -2% | -11% | -2% | -26% | -1%
COc1cccc2cc(C(=O)N3CCN(C(=O)c4ccccc4)CC3)c(=O)oc12 | -5% | 2.3% | 0%[46.1 µM] | -4% | -5% | -5% | -8% | -6%
O=C(NCc1cccnc1)c1cccc(S(=O)(=O)N2CCCCC2)c1 | 7% | -0.8% | 6%[46.1 µM] | 0% | 2% | -1% | -2% | -5%
Cc1ccccc1NC(=O)NCC1CCN(C(=O)OC(C)(C)C)CC1 | -9% | -1.4% | 2%[7.67 µM] | -2% | -3% | -21% | 11% | -1%
CCOc1cc(-c2cc(-c3ccccc3)nc(N)c2C#N)ccc1O | -13% | 3.0% | ? | -1% | 1% | ? | -4% | -2%
C=CCn1c(CCC)nc2ccccc21 | 0% | -2.1% | 15% | 0% | -3% | 4% | -1% | 0%
C/C=C/c1ccc(OCCCCOc2c(OC)cccc2OC)c(OC)c1 | 2% | 0.0% | -17% | -1% | 21% | 6% | 2% | 10%
Cc1ccc(Cn2c(Sc3nccc(C)n3)nc3c2c(=O)[nH]c(=O)n3C)cc1 | -2% | 1.8% | -13%[46.1 µM] | 1% | -2% | 4% | 7% | -4%
COc1cccc(NC(=O)c2cnsn2)c1 | 1% | 10% | 8%[46.1 µM] | -1% | -5% | -14% | 14% | 13%
Cc1nonc1NC(=O)CSc1nc(C23CC4CC(CC(C4)C2)C3)nc2ccccc12 | ? | 2.2% | ? | 3% | 6% | ? | -6% | 11%
CCOc1ccc(CNC(=O)Cn2cc3c(n2)-c2c(oc(C(=O)N4CCCC4)c2C)CC3)cc1 | 1% | 6.3% | nt | 1% | nt | -13% | -6% | nt
CCc1ccc(NC2=NCC(=O)N2c2ccc3c(c2)OCCO3)cc1 | 5% | -2.0% | 4%[46.1 µM] | 0% | 1% | 5% | -11% | 2%
CCOC(=O)c1oc2cc(O)ccc2c(=O)c1-c1ccc(OC)cc1 | -4% | -0.8% | -6%[46.1 µM] | 1% | 2% | -6% | -3% | 2%
Clc1ccc(Cn2nnc(-c3ccc(N4CCOCC4)cc3)n2)cc1 | ? | -2.2% | -29%[46.1 µM] | -1% | 11% | -21% | -8% | 20%
O=C(CCCn1c(=O)c2sccc2n(Cc2c(F)cccc2Cl)c1=O)NCc1ccccc1 | -2% | 8.0% | nt | 8% | nt | -19% | 7% | nt
Cn1c(=O)cc(OCCCC(=O)N2CCCCC2)c2ccccc21 | 3% | 0.0% | 3%[46.1 µM] | -2% | 9% | -1% | -19% | 3%
CC(C)CCNC(=O)CCCN1C(=O)c2ccccc2Sc2ncccc21 | -7% | -0.8% | nt | 1% | nt | -12% | 1% | nt

Next section.
mol | Tau FP inhib | Epigenetic reg | NPSR antagonist | TR SRC2 fluor cs | CBFb RUNX1 block | Tau fluor counter | TRb SRC2 PPI | GLA spleen mod
COc1cccc2c1nc(C)c1cc(C)oc12 | -1% | -1.0% | 0%[46.1 µM] | -3% | -8% | -7% | -22% | 1%
CCC(CC)C(=O)Nc1ccc2nc(SCC(=O)N3CCCC3)sc2c1 | -6% | -3.2% | nt | ? | nt | -19% | -9% | nt
CCOC(=O)C1C(=O)OC(C)(C)C1C(C)C(=O)c1ccc(C)cc1C (stereo not given) | 5% | 9.1% | -5% | 1% | 2% | -7% | -8% | 0%
CCCCNC(=O)c1ccc(NC(=O)C2CCCO2)cc1 (stereo not given) | 1% | -1.1% | -5%[46.1 µM] | -5% | 13% | 9% | -3% | -5%
CC(C)NC(=O)CN1C(=O)NC(CCc2ccccc2)C1=O (stereo not given) | 0% | -1.2% | 4%[46.1 µM] | 1% | 18% | 0% | 2% | -2%
O=C(NCCN1CCOCC1)c1sc2ccccc2c1Cl | -5% | 1.1% | -19% | 1% | 1% | -11% | -5% | 5%
Cc1ccnc(NS(=O)(=O)c2ccc(NC(=O)/C=C/c3cccs3)cc2)n1 | -3% | -1.9% | -18% | -2% | -18% | -1% | 7% | 6%
CC(C(=O)NCCc1nc2ccccc2[nH]1)n1cc([N+](=O)[O-])cn1 (stereo not given) | 8% | -5.9% | 20% | 0% | 7% | -3% | 10% | -5%
O=C(C1CCCCC1)N1CC(=O)N2CCc3ccccc3C2C1 (stereo not given) | -10%&-6%&-13% | 2.6%&-0.2%&-1.3% | ? | -1%&-4%&0% | 28%&6%&9% | -12%&-5%&-15% | 4%&1%&-1% | -3%&-4%&4%
COc1cc(C(=O)Nc2sc3c(c2C(N)=O)CCC(C)C3)cc(OC)c1OC (stereo not given) | 0% | 0.3% | nt | 2% | nt | -4% | 2% | nt
Cc1cc(C)c2[nH]c(=O)c(CN(Cc3ccc4c(c3)OCO4)Cc3nnnn3C3CCCC3)cc2c1 | 11% | -1.0% | ? | 2% | -10% | -16% | 0% | 7%
Cc1cc(Cl)ccc1OCC(=O)N1CCC(c2nc3ccccc3o2)CC1 | 4% | -1.6% | nt | 3% | nt | -12% | -3% | nt
O=C(NCc1ccccc1)c1ccc(CNS(=O)(=O)c2ccc(Br)cc2)cc1 | -12% | 0.1% | nt | -1% | nt | -9% | 6% | nt
C=CCC(CC=C)(C(N)=O)c1ccccc1 | -9% | 1.0% | 11% | 3% | 11% | -17% | -10% | 9%
O=C(Nc1ccc(Cl)c(Cl)c1)N(Cc1cccnc1)Cc1ccco1 | -8% | 3.1% | -8%[46.1 µM] | -3% | 2% | -7% | -1% | 10%
CCc1ccc(-n2c(=O)c3c4c(sc3n(Cc3ccc(C)cc3)c2=O)CCC4)cc1 | -2% | -0.9% | nt | -1% | nt | -7% | 1% | nt
Fc1ccc(-n2cc(CNCCc3ccccn3)c(-c3ccccc3Cl)n2)cc1 | -9% | -9.5% | 25% | 1% | -2% | -18% | 14% | 3%
Oc1ccc2ccccc2c1C=NC1CCCCC1 | ? | -2.7% | -12% | -4% | -4% | ? | 5% | 6%
O=C(COc1ccccc1)NC(=S)Nc1cccc([N+](=O)[O-])c1 | 13% | 1.1% | 9% | 0.89µM*[quencher] | -19% | -5% | ? | -8%
CN(c1ccccc1)S(=O)(=O)c1cc(C(=O)OCC(=O)N2CCN(C(=O)c3ccco3)CC2)ccc1Cl | 5% | -1.4% | -11% | -5% | 13% | -4% | -7% | -3%
O=C(Nc1ccc(NC(=O)c2cccs2)c(Cl)c1)c1ccco1 | -3% | 1.0% | 14% | -1%[53 µM] | 3% | 0% | -9%[53 µM] | -6%
CCNC(=S)NCc1ccc2[nH]c(C)cc2c1 | 10% | 1.1% | 12% | -3% | -4%[2.36 µM] | -21% | 5% | 7%
CCn1c(SCC(=O)Nc2cc(C)on2)nnc1-c1ccc(OC)cc1 | -1% | 1.8% | 1% | -1%[53 µM] | -1% | -12% | 9%[53 µM] | 3%
NC(CSS(=O)(=O)O)=NCCC12CC3CC(CC(O)(C3)C1)C2 | ? | 0.0% | 10% | -1% | -10% | -12% | -24% | 2%
COC(=O)c1ccc2c(c1)S(=O)(=O)NC(=NCc1ccco1)S2 | -1% | -2.4% | -2%[46.1 µM] | 1% | -14% | -3% | 7% | -4%
N#Cc1c(OCC(=O)c2ccccc2)nc2c(c1-c1ccco1)CCc1ccccc1-2 | 3% | 4.7% | -5%[46.1 µM] | 0% | 6% | -16% | 5% | 12%
CCOC(=O)C1=C(C)Nc2nc(SCC)[nH]c(=O)c2C1c1ccncc1 (stereo not given) | 6% | -4.4% | -16%[46.1 µM] | 1% | -3% | 7% | -9% | -3%
Clc1ccc(Cn2c(/C=C/c3ccco3)nc3ccccc32)cc1 | -2% | 0.0% | -45% | 2%[53 µM] | -7% | -8% | 2%[53 µM] | ?
CCOc1ccccc1NC(=O)CSc1nnc(-c2ccccc2Cl)n1Cc1ccco1 | -4% | -1.0% | ? | -3% | -3% | -10% | -1% | 3%
